Screening data as filed in PubChem BioAssay.
PNC assembly inh: blocks assembly of the perinucleolar compartment; PC3M PTB-GFP, PNC prevalence imaging, 16 h; hits give low values; activity change (PNC), negative = inhibition, % at 10 µM; AID 2417; hit rate 3.1% among 140,000;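 active = readout at or below -70, meaning at least 70% loss of cells showing the perinucleolar compartment, a nuclear body marking cancer cells; inconclusive = readout between -30 and a set limit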;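 note: plate controls were DMSO wells for no effect and camptothecin positive control wells for full effect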
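PC3M cells stably expressing PTB-GFP, 750–1000 cells/well, treated 16 h at 37 °C with compound (23 nl of library stock), in duplicate. After paraformaldehyde fixation and Hoechst stain, imaged at 20x; PNC prevalence scored by image analysis.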
15-hLO-2 inh: blocks human 15-lipoxygenase 2 activity; purified 15hLO-2, xylenol orange hydroperoxide absorbance; Potency, µM (top dose mostly 57.1 µM), without a hit: at the top dose activity change, negative = inhibition, hits mostly inhibitors; hit rate 0.56% among 110,000; note: potency is the fitted concentration of half-maximal effect; nearly all actives have a fitted effect of over 60% in size; many of its hits are not listed in these tables
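Purified human 15hLO-2 (50 nM final) preincubated with compounds 15 min at room temperature in 25 mM Hepes pH 7.5, 0.01% Triton X-100, then 45 uM arachidonic acid added for 90 min; hydroperoxide detected via ferrous/xylenol orange, 573/405 nm absorbance ratio.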
ALOX12 inhib: 12-hLO (ALOX12) enzyme inhibition; P18054; purified 12-hLO, xylenol orange hydroperoxide absorbance; Potency, µM (titrated, usually from 57.1 µM), for the others: at the highest dose activity change, negative = inhibition, most hits filed as inhibitors; hit rate 0.12% among 150,000; note: potency is the fitted concentration of half-maximal effect; nearly all actives have a fitted effect of over 55% in size; many of its hits are not listed in these tables
Target sequence (P18054 whole entry, looked up): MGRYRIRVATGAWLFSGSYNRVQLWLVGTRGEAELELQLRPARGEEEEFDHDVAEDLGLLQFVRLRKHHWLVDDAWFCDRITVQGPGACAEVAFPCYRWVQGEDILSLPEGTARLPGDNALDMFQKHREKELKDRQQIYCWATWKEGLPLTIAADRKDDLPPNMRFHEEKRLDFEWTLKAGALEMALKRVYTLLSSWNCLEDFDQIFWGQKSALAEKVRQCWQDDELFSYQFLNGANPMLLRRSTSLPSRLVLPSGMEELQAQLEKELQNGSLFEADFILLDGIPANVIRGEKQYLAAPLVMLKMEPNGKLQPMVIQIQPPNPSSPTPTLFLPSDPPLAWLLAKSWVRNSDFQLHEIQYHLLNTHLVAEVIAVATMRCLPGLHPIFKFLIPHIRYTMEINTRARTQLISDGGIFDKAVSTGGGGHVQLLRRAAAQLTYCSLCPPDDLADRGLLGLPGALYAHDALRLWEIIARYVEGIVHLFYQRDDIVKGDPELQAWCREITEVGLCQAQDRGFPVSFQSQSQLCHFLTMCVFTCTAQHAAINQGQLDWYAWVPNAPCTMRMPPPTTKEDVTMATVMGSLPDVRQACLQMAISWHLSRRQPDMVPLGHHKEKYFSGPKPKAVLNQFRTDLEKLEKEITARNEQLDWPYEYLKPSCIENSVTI
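Hydroperoxide formation by human 12-lipoxygenase from 40 uM arachidonic acid was followed colorimetrically via ferric-xylenol orange complex, using the 573/405 nm absorbance ratio. Enzyme concentration was 150 nM, with 30 min reaction at room temperature.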
IMPase inh: membrane-permeable compound that blocks inositol monophosphatase | CHO-M1 cells, IP1 accumulation, HTRF TR-FRET ratio | inhibition (IP1 accumulation), % at 46.1 µM | 120,000 tested, under 10 active; active = well fitted curve in the direction sought with a large enough effect in the signal ratio, not every such curve was filed as active; inconclusive = small, poorly fitted or top-dose-only effect, or a change in a side signal; inactive = no such curve, though single readings can be large or run the other way; the % refers to the signal ratio;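 note: cells stimulated with carbachol in lithium chloride buffer; plate controls were DMSO basal wells for no effect and reference inhibitor wells for full effect; higher means more IMPase inhibition seen as more IP1 and lower FRET ratio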
Target sequence (P97697 whole entry, looked up): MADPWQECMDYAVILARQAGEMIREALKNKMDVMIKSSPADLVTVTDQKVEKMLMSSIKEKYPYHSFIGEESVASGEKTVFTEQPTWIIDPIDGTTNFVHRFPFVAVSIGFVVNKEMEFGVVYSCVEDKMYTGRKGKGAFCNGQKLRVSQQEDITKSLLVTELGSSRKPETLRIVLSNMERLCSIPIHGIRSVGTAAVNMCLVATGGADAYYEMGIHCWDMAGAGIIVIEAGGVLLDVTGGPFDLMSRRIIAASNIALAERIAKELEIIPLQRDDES
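CHO-M1 cells (CHO stably expressing M1 receptor), compound up to 46 uM final, stimulated with carbachol (50 uM as added) in buffer with 50mM LiCl, pH 7.4, 30 min at 37C. Cytosolic IP1 read by TR-FRET; AC50 from Hill fits.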
The depositor's hits bear a star; u = inconclusive; x = no result given; [ ] = remark or other dose. Unless noted, calls come from the whole dose curve; as a rule, active = well fitted curve in the direction sought with a large enough effect; inconclusive = small, poorly fitted or top-dose-only effect, or another doubt; inactive = no such curve, though single readings can be large; an effect the other way counts as inactive or inconclusive. Unless noted, % is set by controls: 0 for no effect and ±100 for the full control effect. An unsorted share of the library (roughly 3.1% active in at least one column).

SMILES | PNC assembly inh | 15-hLO-2 inh | ALOX12 inhib | IMPase inh
CCN1CCN(C(=O)CCCn2c(C)c3cnn(-c4ccccc4)c(=O)c3c2C)CC1 | u | 4.2% | 0.0% | 6.2
O=C1CCCCC(=O)c2ccccc2N1 | 44.9 | 1.8% | 3.9% | -0.1
O=C(CN(Cc1ccco1)S(=O)(=O)c1cccs1)Nc1ccccc1C(F)(F)F | 35.9 | -7.1% | -6.6% | 3.8
CC1=C(C(=O)OC(C)C)C(c2cccs2)C(C(=O)OC(C)C)=C(C)N1 | 15.0 | x | -2.4% | 2.5
Cc1ccc(-c2nc(N)sc2CC(=O)OCC(=O)NCC2CCCO2)cc1 (stereo unspecified) | 27.6 | x | -3.9% | x
COC(=O)Cn1cnc2c(nnn2Cc2ccc(Cl)cc2)c1=O | u | -7.2% | -2.7% | 4.2
CSCCCNC(=S)N1CCN(S(=O)(=O)c2cccc(C(F)(F)F)c2)CC1 | -14.4 | x | -4.8% | x
Cc1ccc(-n2c(SCC(=O)NCc3cccs3)nnc2-c2ccoc2C)cc1 | 23.4 | 0.3% | -7.7% | 3.0
CC(C)C[C@H](NC(=O)Nc1ccccc1F)C(=O)O | 26.5 | -1.1% | 2.1% | -2.7
CC1CC(C)CN(C(=O)c2cc(-c3ccccn3)nc3ccccc23)C1 (stereo unspecified) | 17.7 | 6.7% | -3.8% | 4.5
C[C@@H]1C(c2cccc(Cl)c2)=NN(c2ccccc2)[C@H]1C(=O)N1CCOC1=O | x | -17.8%[0.0915 µM] | -3.0%[0.00818 µM] | x
O=C1c2ccccc2C(=O)N1CC(=O)N1c2ccccc2Sc2ccccc21 | -28.6 | 2.0% | 2.0% | 0.6
O=C1OC(c2cccs2)=N/C1=C\c1ccc(-c2cccc(Cl)c2)o1 | -2.3 | u | -4.8% | -3.1
CCCCOC(=O)c1ccc(NC(=O)c2ocnc2C)cc1 | 43.5 | 0.6% | -4.2% | 1.3
Cc1c(C(=O)Nc2ccc(F)cc2)oc2ccc(S(=O)(=O)N3CCC4(CC3)OCCO4)cc12 | -8.0 | 7.8% | -3.5% | 3.4
CCN(CC)S(=O)(=O)c1ccc2c(c1)c(=O)c(C(=O)NCCCN(C)c1ccccc1)cn2C | 55.2 | 1.8% | 1.0% | 8.9
O=C(CN1CCCCC1)N1CCCc2c1c(=O)oc1ccc(OCc3ccccc3)cc21 | 23.5 | x | 1.6% | -19.5
COC(=O)c1ccccc1NC(=O)c1ccccc1NS(C)(=O)=O | u | -0.9% | 6.1% | -12.9
COc1cccc(C(=O)N(c2ccc(OC)cc2OC)C2C=CS(=O)(=O)C2)c1 (stereo unspecified) | 63.5 | 10.9% | -0.7% | 4.7
COc1ccccc1CN(C)C(=O)c1ccc2c(c1)NC(=O)CS2 | 26.0 | -3.8% | -5.1% | -9.4
CC(NC(=O)OC(C)(C)C)C(=O)Oc1cc2oc(=O)cc(-c3ccccc3)c2cc1Cl (stereo unspecified) | -7.5 | 11.5% | 3.1% | -8.7
COc1ccc(-c2cc(C3CCN(c4cc(Cl)nc(N)n4)CC3)[nH]n2)cc1 | 48.6 | 10.7% | -2.2% | 9.6
Cn1cccc1CC(=O)NNC(=O)Nc1ccc(Cl)cc1 | -2.1 | x | -4.5% | x
COc1ccccc1CCNC(=O)c1cnn2c(C(F)F)cc(C)nc12 | -14.6 | x | 1.2% | -0.3
Cc1nc(=O)c(-c2ccccc2)c(C)n1-c1ccc(C(=O)O)cc1 | -7.1 | 5.5% | -3.3% | -5.8
Cn1c(NC(=O)c2cccc(C(F)(F)F)c2)cc(=O)n(C)c1=O | 14.0 | x | 6.1% | 2.6
Cc1cc(S(=O)(=O)NCc2ccccc2)ccc1OCC(=O)Nc1cccc([N+](=O)[O-])c1 | u | x | 0.4% | x
Cc1ccc(C(=O)NNC(=O)CSc2nnc3c(n2)[nH]c2ccc(F)cc23)cc1 | 16.0 | x | 2.6% | 2.6
Cc1coc2cc3oc(=O)c(Cc4ccccc4)c(C)c3cc12 | u | x | -4.5% | -3.4
O=[N+]([O-])c1cc2c(cc1/C=N/Nc1nc(N3CCCC3)nc(N3CCCC3)n1)OCO2 | u | x | -6.9% | x

At a glance, part of the list above.
SMILES | PNC assembly inh | 15-hLO-2 inh | ALOX12 inhib | IMPase inh
O=C1OC(c2cccs2)=N/C1=C\c1ccc(-c2cccc(Cl)c2)o1 | -2.3 | u | -4.8% | -3.1
CCCCOC(=O)c1ccc(NC(=O)c2ocnc2C)cc1 | 43.5 | 0.6% | -4.2% | 1.3
Cc1c(C(=O)Nc2ccc(F)cc2)oc2ccc(S(=O)(=O)N3CCC4(CC3)OCCO4)cc12 | -8.0 | 7.8% | -3.5% | 3.4
CCN(CC)S(=O)(=O)c1ccc2c(c1)c(=O)c(C(=O)NCCCN(C)c1ccccc1)cn2C | 55.2 | 1.8% | 1.0% | 8.9
O=C(CN1CCCCC1)N1CCCc2c1c(=O)oc1ccc(OCc3ccccc3)cc21 | 23.5 | x | 1.6% | -19.5
COC(=O)c1ccccc1NC(=O)c1ccccc1NS(C)(=O)=O | u | -0.9% | 6.1% | -12.9
COc1cccc(C(=O)N(c2ccc(OC)cc2OC)C2C=CS(=O)(=O)C2)c1 (stereo unspecified) | 63.5 | 10.9% | -0.7% | 4.7
COc1ccccc1CN(C)C(=O)c1ccc2c(c1)NC(=O)CS2 | 26.0 | -3.8% | -5.1% | -9.4
CC(NC(=O)OC(C)(C)C)C(=O)Oc1cc2oc(=O)cc(-c3ccccc3)c2cc1Cl (stereo unspecified) | -7.5 | 11.5% | 3.1% | -8.7
COc1ccc(-c2cc(C3CCN(c4cc(Cl)nc(N)n4)CC3)[nH]n2)cc1 | 48.6 | 10.7% | -2.2% | 9.6
Cn1cccc1CC(=O)NNC(=O)Nc1ccc(Cl)cc1 | -2.1 | x | -4.5% | x
COc1ccccc1CCNC(=O)c1cnn2c(C(F)F)cc(C)nc12 | -14.6 | x | 1.2% | -0.3
Cc1nc(=O)c(-c2ccccc2)c(C)n1-c1ccc(C(=O)O)cc1 | -7.1 | 5.5% | -3.3% | -5.8
Cn1c(NC(=O)c2cccc(C(F)(F)F)c2)cc(=O)n(C)c1=O | 14.0 | x | 6.1% | 2.6
Cc1cc(S(=O)(=O)NCc2ccccc2)ccc1OCC(=O)Nc1cccc([N+](=O)[O-])c1 | u | x | 0.4% | x
Cc1ccc(C(=O)NNC(=O)CSc2nnc3c(n2)[nH]c2ccc(F)cc23)cc1 | 16.0 | x | 2.6% | 2.6

The results go on:
SMILES | PNC assembly inh | 15-hLO-2 inh | ALOX12 inhib | IMPase inh
Cc1cccc(OCc2nc(-c3ccc(-n4cccc4)cc3)no2)c1 | 8.0 | 3.1% | -0.6% | -5.8
CCN(CC)S(=O)(=O)c1ccc(N2CCOCC2)c(NC(=O)c2cnccn2)c1 | 43.0 | x | 1.3% | x
CCN1C(=O)c2cccc3c(S(=O)(=O)Nc4ncccc4C)ccc1c23 | 32.7 | -1.9% | -5.5% | -5.6
CCOC(=O)c1[nH]c(C)c(/C(O)=C2\C(=O)C(=O)N(CCN3CCOCC3)C2c2cccs2)c1C (stereo unspecified) | -20.1 | -4.6% | -8.5% | -11.1
Cc1c(C#N)c2ncn(CCCN(C)C)c(=O)c2n1-c1ccccc1 | -16.3 | -9.5% | 0.6% | 5.5
Cc1nnc(SCc2cccs2)[nH]c1=O | -15.0 | x | 1.6% | -8.3
CCOC(=O)C1CCN(C(c2cccs2)c2sc3nc(C)nn3c2O)CC1 (stereo unspecified) | 14.7 | 2.1% | -4.5% | 8.3
Cc1ccc(N2CC(C(=O)N3CCc4ccccc4C3)CC2=O)cc1 (stereo unspecified) | u | -0.5% | -4.7% | -6.3
O=c1c2ccccc2cnn1Cc1n[nH]c(=S)n1-c1cc(Cl)cc(Cl)c1 | u | x | -2.9% | x
CCc1c(O)nc(SCC(=O)Nc2ccccc2)n(C(C)CC)c1=O (stereo unspecified) | -16.8 | -6.9% | 10.5% | 1.1

A section of the results above, as a working copy:
SMILES | PNC assembly inh | 15-hLO-2 inh | ALOX12 inhib | IMPase inh
CCN1CCN(C(=O)CCCn2c(C)c3cnn(-c4ccccc4)c(=O)c3c2C)CC1 | u | 4.2% | 0.0% | 6.2
O=C1CCCCC(=O)c2ccccc2N1 | 44.9 | 1.8% | 3.9% | -0.1

New compounds follow
SMILES | PNC assembly inh | 15-hLO-2 inh | ALOX12 inhib | IMPase inh
O=C(/C=C/c1ccccc1)N1CCN(c2c(Cl)cccc2[N+](=O)[O-])CC1 | u | x | -2.3% | x
CC1Cc2ccccc2N1S(=O)(=O)c1cccc(C(=O)c2nccn2C)c1 (stereo unspecified) | 4.0 | -4.6% | -0.6% | 5.1
O=S(=O)(Nc1cc2nc3ccccc3nc2n1Cc1ccccc1)c1ccc(Cl)cc1 | -26.2 | x | -2.1% | x
CC(=O)NC(Cc1ccccc1)C(=O)OCC(=O)c1ccccc1 (stereo unspecified) | -19.5 | x | 4.1% | x
Cc1nn(-c2ccccc2)c2sc(C(=O)NC3CC3)cc12 | 18.8 | -10.5% | -3.7% | 5.3
COCCCNC(=O)c1ccccc1SC | -106.6* | -1.0% | -2.5% | 9.2
Cc1cc(N2CCC(C(=O)Nc3ccc(F)cc3)CC2)nc(-c2ccccc2)n1 | 10.5 | 0.8% | -8.0% | 3.1
Cc1ccc(NC(=O)c2cc(S(=O)(=O)N3CCC4(CC3)OCCO4)ccc2F)cc1 | 55.3 | 1.8% | -6.1% | 5.9
